Tb PFK block = qHTS Assay to Find Inhibitors of T. brucei phosphofructokinase; Potency, µM (titrated, usually from 57.5 µM), for inactives: top-dose activity, negative = inhibition, usual class: inhibitors; AID 485367, 2010; T. brucei PFK, ADP-Glo luminescence; hit rate 0.17% among 330,000; ATP-dependent 6-phosphofructokinase (Trypanosoma brucei brucei), O15648;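 also: potency is read from the fitted curve at half-maximal effect; 0% = uninhibited 1x PFK enzyme wells and -100% = no-enzyme wells; nearly all actives have a fitted effect of over 60% in size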
Target sequence (O15648 whole entry, looked up): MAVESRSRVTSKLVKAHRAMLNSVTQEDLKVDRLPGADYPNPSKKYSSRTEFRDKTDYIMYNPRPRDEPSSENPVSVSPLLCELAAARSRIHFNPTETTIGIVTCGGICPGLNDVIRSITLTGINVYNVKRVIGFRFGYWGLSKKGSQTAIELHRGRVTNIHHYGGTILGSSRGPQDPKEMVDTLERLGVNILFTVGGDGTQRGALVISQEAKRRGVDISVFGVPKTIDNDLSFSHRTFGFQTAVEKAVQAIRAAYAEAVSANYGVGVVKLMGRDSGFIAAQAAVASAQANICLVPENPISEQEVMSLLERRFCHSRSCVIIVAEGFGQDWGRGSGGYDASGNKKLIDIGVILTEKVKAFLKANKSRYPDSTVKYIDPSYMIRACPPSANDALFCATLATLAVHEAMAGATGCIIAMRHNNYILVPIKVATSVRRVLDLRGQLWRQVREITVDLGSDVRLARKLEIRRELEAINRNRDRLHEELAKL
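Compounds were pin-transferred as a titration series up to 57 uM into substrate buffer (0.5 mM F6P, 0.1 mM ATP, pH 8.0), then 1.25 nM PFK was added and reactions ran 45 min before ADP-Glo detection.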
ELG1 genotoxic = qHTS screen for small molecules that induce genotoxicity in human embryonic kidney (HEK293T) cells expressing luciferase-tagged ELG1 | HEK293T ELG1-luciferase reporter, luminescence, 16 h | Potency, µM (doses to about 46 µM), for the others: at the top dose activity change, positive = activation, usual class: activators | hit rate 1.3% among 330,000; also: potency is read from the fitted curve at half-maximal effect; % of control where 0% means no effect; nearly all actives have a fitted effect of over 60% in size
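HEK293T cells expressing luciferase-tagged ELG1 were exposed to compound or DMSO vehicle for 16 hr at 37 °C and 5% CO2. Luciferase activity was then measured with ONE-Glo after 30 min at room temperature.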
FBPA coupling cs = qHTS Assay for Inhibitors of Fructose-1,6-bisphosphate Aldolase from Giardia Lamblia: Coupling assay counterscreen; AID 2472, 2010; coupling enzyme system counterscreen, AmpLite Red fluorescence; hit rate 0.67% among 290,000; activity change, negative = inhibition, % at 58.2 µM, hits read low; in the data active = activity change below about -30%; also: % is scaled to controls: 0 for no effect and ±100 for the full control effect
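First, compound is pin-transferred into glyceraldehyde-3-phosphate coupling-enzyme reagent at 57.5 uM final and held 10 min at RT. Next, substrate, coupling system and AmpLite Red are added. After 20 min RT, fluorescence (525/598 nm) is read.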
NPC1 prom act = qHTS Assay for NPC1 Promoter Activators; Huh7 NPC1 promoter luciferase reporter, 24 h; Potency, µM (doses to about 9.22 µM), for inactives: top-dose activation, hits mostly activators; hit rate 2.4% among 320,000;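 also: potency is read from the fitted curve at half-maximal effect; % of control where 0% means no effect; nearly all actives have a fitted effect of over 60% in size; reporter is driven by a mutant NPC1 promoter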
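NPC1 promoter–luciferase Huh7 cells; 24 h compound; luminescence.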
Rab9 promoter act = qHTS Assay for Rab9 Promoter Activators; hit rate 2.8% among 320,000; Potency, µM (highest dose often 9.22 µM), for inactives: at the highest dose activation, negative = inhibition, usual class: activators; Huh7 Rab9 promoter-luciferase reporter, luminescence, 24 h; also: potency is read from the fitted curve at half-maximal effect; % of control where 0% means no effect; nearly all actives have a fitted effect of over 60% in size
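Stable Rab9-luc Huh7, 1500 cells/well, 2 h settle; cmpd in DMSO, 24 h, 37 °C/5% CO2; luciferase reagent 10 min RT; luminescence.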
uPA generation = qHTS for Inhibitors of Cell Surface uPA Generation | Potency, µM (top dose mostly 38.3 µM), for inactives: top-dose activity change, negative = inhibition, hits mostly inhibitors | cell surface uPA generation assay, qHTS | AID 540303, 2011 | hit rate 0.31% among 330,000; active = well fitted inhibition curve with a large enough effect; inconclusive = small, poorly fitted or top-dose-only effect; inactive = no such curve, though single readings can be large or run the other way; tested in mouse RAW 264.7 cells; also: potency is read from the fitted curve at half-maximal effect; % is scaled to controls: 0 for no effect and ±100 for the full control effect; nearly all actives have a fitted effect of over 55% in size
KCNH2 3.1 block = qHTS for Inhibitors of KCHN2 3.1: Mutant qHTS. Potassium voltage-gated channel subfamily H member 2, brain isoform KCNH2 3.1 (human). U2OS KCNH2 3.1, thallium flux FluxOr; stronger effect = lower value. activity change, % (tested at about 1.8 µM). hit rate 0.95% among 340,000;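 active = maximum activity change below -70%; inconclusive = maximum activity change from -70% to -50%; inactive = maximum activity change above -50%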;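 also: thallium influx rate constant from kinetic fluorescence after stimulation buffer; % is scaled to controls: 0 for no effect and ±100 for the full control effect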
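FluxOr-based Tl+ influx in U2OS cells transduced with KCNH2 3.1 virus; rate constants normalized to DMSO controls.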
VP16 counter = VP16 counterscreen qHTS for inhibitors of ROR gamma transcriptional activity; hit rate 3.5% among 310,000; Potency, µM (series often up to 53.6 µM), for inactives: at the highest dose activity, negative = inhibition, most hits filed as inhibitors; Drosophila S2 Gal4-VP16 UAS-luciferase, luminescence, 20 h;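 also: Gal4-VP16 expression switched on by copper sulfate through the metallothionein promoter; potency is read from the fitted curve at half-maximal effect; % is scaled to controls: 0 for no effect and ±100 for the full control effect; nearly all actives have a fitted effect of over 50% in size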
FLuc counter = qHTS profiling assay for firefly luciferase inhibitor/activator using purifed enzyme and Km concentrations of substrates (counterscreen for miR-21 project); Luciferin 4-monooxygenase (Photinus pyralis), P08659; Potency, µM (top dose mostly 57.5 µM), for inactives: at the top dose activity change, negative = inhibition, usual class: inhibitors; AID 588342, 2011; hit rate 6.9% among 360,000; purified FLuc, Km substrates, luminescence inhibition;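 also: potency is read from the fitted curve at half-maximal effect; plate controls were vehicle for no effect and reference inhibitor for full effect; nearly all actives have a fitted effect of over 55% in size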
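Purified P. pyralis luciferase, 10 nM final, with Km-level 10 uM D-luciferin and 10 uM ATP in 50 mM Tris acetate pH 7.5, 10 mM Mg acetate, 0.01% Tween-20, 0.05% BSA; 6-point qHTS titration about 60 µM downward; luminescence read.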
Giardia kill = Small Molecules that selectively kill Giardia lamblia: qHTS; Giardia lamblia trophozoite viability; activity change, % at 7.66 µM, hits read low; hit rate 0.15% among 340,000; in the data active = activity change below about -80%; inconclusive = between about -30% and that limit;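 also: parasites exposed to compound for two days anaerobically before the ATP read; % is scaled to controls: 0 for no effect and ±100 for the full control effect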
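Each well holds 100 Giardia trophozoites and compound. After two days (48 hrs) at 37 deg C in anaerobic conditions, ATP is quantified by luminescence.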
RORgamma inh = qHTS for inhibitors of ROR gamma transcriptional activity | Nuclear receptor ROR-gamma (Mus musculus), P51450 | Drosophila S2 Gal4-RORgamma UAS-luciferase reporter, 20 h | Potency, µM (titrated, usually from 53.6 µM), for the others: at the highest dose activity change, negative = inhibition, actives largely listed as inhibitors | hit rate 5.4% among 310,000; also: potency is read from the fitted curve at half-maximal effect; % is scaled to controls: 0 for no effect and ±100 for the full control effect; nearly all actives have a fitted effect of over 60% in size
Target sequence (P51450 whole entry, looked up, the tested form may be a part): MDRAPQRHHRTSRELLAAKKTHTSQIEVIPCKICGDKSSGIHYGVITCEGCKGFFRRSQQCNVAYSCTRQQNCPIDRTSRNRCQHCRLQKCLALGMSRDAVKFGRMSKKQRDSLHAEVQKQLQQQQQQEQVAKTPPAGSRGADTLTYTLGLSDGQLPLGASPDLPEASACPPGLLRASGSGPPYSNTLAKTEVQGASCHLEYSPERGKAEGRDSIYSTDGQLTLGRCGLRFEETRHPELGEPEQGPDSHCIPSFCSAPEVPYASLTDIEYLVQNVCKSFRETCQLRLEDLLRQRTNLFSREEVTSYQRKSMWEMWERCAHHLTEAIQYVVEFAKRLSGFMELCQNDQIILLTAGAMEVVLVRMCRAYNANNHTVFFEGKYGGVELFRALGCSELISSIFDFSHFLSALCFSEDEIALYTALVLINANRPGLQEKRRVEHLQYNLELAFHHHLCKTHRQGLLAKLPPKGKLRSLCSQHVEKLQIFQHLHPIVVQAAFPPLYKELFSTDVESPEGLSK
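Using a luciferase readout, inhibitors were identified by reduced reporter activity in Drosophila cells coexpressing a copper-inducible Gal4–ROR gamma fusion and UAS-driven Photinus luciferase, incubated 20 hr after 700 uM copper sulfate.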
Active calls of the source: *; ? = inconclusive; nt = not tested or not shown; [ ] = dose if it differs, or a comment. Unless noted, calls follow the shape of the dose curve; as a rule, active = well fitted curve in the direction sought with a large enough effect; inconclusive = small, poorly fitted or top-dose-only effect, or another doubt; inactive = no such curve, though single readings can be large; an effect the other way counts as inactive or inconclusive.

structure	Tb PFK block	ELG1 genotoxic	FBPA coupling cs	NPC1 prom act	Rab9 promoter act	uPA generation	KCNH2 3.1 block	VP16 counter	FLuc counter	Giardia kill	RORgamma inh
CCOC(=O)C1(CCc2ccccc2)CCN(Cc2ccc(OC)cc2)CC1	0%	-7%	2	2%	-1%	-1%	-111*	-2%	0%	-1	23%
Cc1nn(C)cc1CN1CCCC(C(=O)c2ccc(-c3ccccc3)cc2)C1 (centres undefined)	-6%	2%	3	0%	-2%	-5%	-6	1%	1%	28	-18%
O=S(=O)(c1ccccc1)c1cnc(-c2cccnc2)nc1-c1ccccc1	-1%	0%	1	-5%	-7%	4%	-13	-7%	5%	-2	-6%
Cc1ccccc1S(=O)(=O)Cc1ccc(C(=O)NCCCN2CCC(C)CC2)o1	0%	0%	-2	-1%	-2%	1%	-7	13%	1%	-10	-4%
O=C(Nc1c2c(nn1-c1cccc(Cl)c1)CS(=O)(=O)C2)c1ccc2c(c1)OCO2	-1%	-2%	-2	7%	-4%	0%	-8	-4%	10%	-9	32%
O=C(NN=C1CCCC1)c1n[nH]c2c1CCCC2	1%	?	1	2.5µM*	0.63µM*	?	-8	-2%	5.4µM*	-10	-19%
CC(C)[C@H]1COC(NC2=N[C@@H](C(C)C)CO2)=N1	1%	2%	1	0%	1%	6%	nt	-9%	1%	?	?
CC(=O)Nc1cccc(C)c1	-2%	0%	nt	-1%	0%	-1%	-24	-2%	1%	-20	1%
COc1ccc(N(CC(=O)Nc2cc(C)ccc2C)S(=O)(=O)c2c(C)nn(C)c2C)cc1	5%	-11%	-1	-1%	-3%	3%	4	5%	0%	?	15%
CCN(CC)C(=O)c1[nH]cnc1C(=O)N[C@@H](CC(C)C)C(=O)OC(C)(C)C	4%	1%	2	-5%	2%	-8%	12	?	-2%	-15	?
CC(C)Oc1cccc(C(=O)Nc2ccc(Br)cc2F)c1	1%	?	-2	3.5µM*	1.3µM*	-6%	-21	-28%	0.95µM*	8	?
CC1(C)OC2OC(C(=O)N/N=C/c3ccccc3F)C3OC(C)(C)OC3C2O1 (centres undefined)	0%	1%	1	-1%	-8%	6%	nt	-3%	-1%	1	16%
CCN(CC)C(=O)/C(=C\c1ccc2c(c1)OCO2)NC(=O)c1ccc(Br)cc1	-3%	-2%	5	-4%	2%	-5%	-8	-3%	0%	-18	3%
COc1cccc(C2=CC(=O)C[C@H](c3ccc(Cl)cc3)C2)c1	0%	1%	nt	-5%	-3%	13%	-23	nt	-11%	5	nt
COc1ccc(Br)cc1CNC(=O)C1CCN(S(=O)(=O)N2CCCCC2)CC1	-1%	-4%	3	-3%	-2%	-8%	-1	-10%	0%	-7	37%
COc1ccc(SCCN2CC[C@@H](NC(=O)OCc3ccccc3)CCC2=O)cc1	-1%	-4%	nt	-1%	-3%	2%	34	nt	3%	7	nt
CCCCn1c(CNC(C)=O)nc2ccccc21	-4%	-1%	1	-5%	-1%	-4%	4	3%	4%	-10	-8%
O=C(COc1ccc([N+](=O)[O-])cc1)N/N=C/c1ccccn1	4%	-1%	3	2%	6%	2%	13	1%	4%	-9	-14%
COc1ccc(Cl)cc1NC(=O)C/C(C)=N/NC(=O)c1ccccc1[N+](=O)[O-]	0%	0%	0	1%	-4%	-15%	-21	?	3%	-13	?
CCOC(=O)CC(NC(=O)c1ccco1)c1ccc(C)cc1 (centres undefined)	1%	2%	1	-2%	11%	-1%	8	2%	2%	2	-15%
O=C(NNC(=S)Nc1ccccc1)c1cccc(S(=O)(=O)N2CCOCC2)c1	2%	0%	-1	-1%	?	0%	0	2%	-20%	-8	-23%
Oc1ccc(C[C@H]2CNCCN2CCc2cccc3ccccc23)cc1	-8%	1%	nt	-3%	-2%	?	-16	nt	-1%	-11	nt
COCCN(CCOC)S(=O)(=O)c1ccc(C(=O)Nc2nnc(C)o2)cc1	-1%	-5%	5	5%	-1%	2%	-7	?	0%	0	10µM*
Cc1cc(C)c2c(CN3CCCCC3)cc(=O)oc2c1	0%	8%	3	3%	-1%	0%	3	6%	?	9	-23%
O=C(NC(=S)N1CCOCC1)C12CCC3CC(CC(C3)C1)C2	0%	4%	-1	0%	-3%	-9%	42	1.8µM*	-7%	10	1.3µM*
CCO[C@@H]1OC(C(=O)NCc2ccccc2)=C[C@H](C2CCCCC2)[C@H]1CCCO	1%	5%	-8	-1%	2%	-17%	1	-12%	2%	4	-14%
CC(=O)Oc1ccccc1N(C(C)=O)S(=O)(=O)c1cccc([N+](=O)[O-])c1	-29%	-3%	-1	-2%	-5%	2%	-17	-4%	-12%	-23	-18%
O=C(CCC1CCCN(C(=O)CC2=CCCCC2)C1)N1CCN(c2ccccn2)CC1 (centres undefined)	-6%	-6%	3	-1%	-8%	-3%	1	4%	8%	11	8%
O=C(CN(C(=O)c1csnn1)c1ccc(F)c(Cl)c1)NCc1ccccc1	1%	0%	1	2%	-1%	2%	3	-4%	4%	-11	12%
CCc1nc(NCC(C)C)c(C#N)c2c1COC(C)(C)C2	1%	-3%	3	2%	-1%	1%	-22	-3%	8%	12	-3%
COc1ccc(C(=O)NC2(C(F)(F)F)C(=O)N(Cc3ccco3)C3=C2C(=O)CC(C)(C)C3)cc1OC (centres undefined)	-2%	-2%	11	3%	-4%	5%	6	4%	-2%	-2	2%
CCOCCCNC(=O)c1c[nH]c2ccc(OCC)cc2c1=O	2%	-7%	0	-1%	-9%	-1%	-5	1%	1%	12	22%
CS(=O)(=O)c1ccc(C(=O)NC(Cc2ccccc2)c2ccccc2)cc1 (centres undefined)	2%	0%	0	1%	0%	1%	6	26%	0%	-16	-4%
O=S(=O)(Nc1nc(-c2sccc2Cl)cs1)c1cc(Cl)ccc1Cl	0%	-4%	11	-4%	5%	5%	-3	-5%	-7%	7	25%
C(=N\N(Cc1ccccc1)c1ccccc1)/c1ccco1	-4%	-3%	1	-6%	3%	-7%	nt	-13%	-11%	10	33%
CC(=O)NCc1cc(-c2nn(C)c(=O)c3ccccc23)ccc1C	1%	13%	-1	1%	-7%	-6%	-12	?	0%	7	-30%
CCOC(=O)C1(P(=O)(c2ccccc2)c2ccccc2)CCC1	0%	-3%	3	-5%	-5%	0%	-5	5%	5%	-12	14%
CCN(CC(=O)Nc1c(F)cccc1F)C(=O)C1CCCN(C(=O)c2ccc(Cl)cc2)C1 (centres undefined)	13%	3%	nt	1%	7%	-3%	nt	11µM*	-5%	0	10µM*
COCCNC(=O)CN(Cc1cccs1)C(=O)CCC(=O)Nc1nccs1	8%	-8%	-2	-3%	-8%	1%	18	-4%	0%	6	?
COc1ccccc1N(CC(=O)Nc1ccc(Cc2ccncc2)cc1)S(=O)(=O)c1ccccc1	-6%	-34%[inhibitor]	-4	-3%	4%	3%	3	-29%	0%	-2	16%
CCCCc1c(O)n2c(nc3ccccc32)[nH]c1=O	-2%	2%	-5	0%	-3%	2%	-10	14%	?	6	22%

Record cards, as listed above.
COc1ccccc1N(CC(=O)Nc1ccc(Cc2ccncc2)cc1)S(=O)(=O)c1ccccc1 is listed as Tb PFK block = -6%; ELG1 genotoxic = -34%[inhibitor]; FBPA coupling cs = -4; NPC1 prom act = -3%; Rab9 promoter act = 4%; uPA generation = 3%; KCNH2 3.1 block = 3; VP16 counter = -29%; FLuc counter = 0%; Giardia kill = -2; RORgamma inh = 16%
CCOCCCNC(=O)c1c[nH]c2ccc(OCC)cc2c1=O is listed as Tb PFK block = 2%; ELG1 genotoxic = -7%; FBPA coupling cs = 0; NPC1 prom act = -1%; Rab9 promoter act = -9%; uPA generation = -1%; KCNH2 3.1 block = -5; VP16 counter = 1%; FLuc counter = 1%; Giardia kill = 12; RORgamma inh = 22%

High-throughput results (PubChem BioAssay)

This is a random part of the collection (roughly 14% active in at least one column).
